pPAFAH inh = pPAFAH (human) enzyme inhibition. Q13093. AID 463082. actives 1.5% (n = 330,000). recombinant pPAFAH, FP-rhodamine probe fluorescence polarization. inhibition, % at 3.39 µM;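 active = inhibition above the mean inhibition across the screen plus 3 SD, cut at about 25% in these data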;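 note: inhibitors block binding of the rhodamine activity-based probe so polarization drops; 0% = enzyme with DMSO and 100% = wells lacking pPAFAH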
Target sequence (Q13093 whole entry, looked up): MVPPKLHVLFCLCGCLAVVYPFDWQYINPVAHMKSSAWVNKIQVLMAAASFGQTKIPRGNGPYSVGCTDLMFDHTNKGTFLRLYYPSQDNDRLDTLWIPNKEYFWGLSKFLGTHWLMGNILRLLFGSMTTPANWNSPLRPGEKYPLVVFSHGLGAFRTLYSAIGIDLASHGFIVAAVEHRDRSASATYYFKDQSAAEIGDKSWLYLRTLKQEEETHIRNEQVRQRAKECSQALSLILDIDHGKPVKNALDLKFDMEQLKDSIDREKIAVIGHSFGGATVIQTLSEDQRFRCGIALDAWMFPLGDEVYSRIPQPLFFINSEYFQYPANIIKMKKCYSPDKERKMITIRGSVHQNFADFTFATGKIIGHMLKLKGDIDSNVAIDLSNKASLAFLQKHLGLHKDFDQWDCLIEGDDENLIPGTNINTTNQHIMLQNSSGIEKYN
PAFAH1B3 FP inh = PAFAH1B3 (human) inhibition; Q15102; actives 0.28% (n = 340,000); recombinant PAFAH1B3, FP-rhodamine probe, fluorescence polarization; inhibition, % at 3.39 µM;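 active = inhibition above the screen-wide average of all tested compounds plus 3 SD, cut at about 25% in these data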;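 note: 0% = enzyme with DMSO only and 100% = wells lacking PAFAH1B3 protein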
PAFAH1B2 FP inh = blocks human PAF acetylhydrolase 1b catalytic subunit 2; P68402; recombinant PAFAH1B2, FP-rhodamine activity probe, fluorescence polarization; inhibition, % at 3.39 µM; actives 1.2% (n = 340,000);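 active = inhibition above the mean of all tested compounds plus 3 SD, cut at about 24% in these data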;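 note: 0% = enzyme with DMSO and 100% = wells lacking PAFAH1B2; many of its hits are not listed in these tables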
LYPLA1 inh = blocks human lysophospholipase 1, a PME1 counter-screen; inhibition, % at 5.9 µM; O75608; actives 0.16% (n = 320,000); recombinant LYPLA1, FP-Rh probe fluorescence polarization;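 active = inhibition above the mean of all tested compounds plus 3 SD, set per campaign, cut at about 14% in these data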;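 note: inhibitors block serine hydrolase probe labeling of LYPLA1 so polarization falls; 0% = enzyme with DMSO and 100% = wells lacking LYPLA1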
Target sequence (O75608 whole entry, looked up): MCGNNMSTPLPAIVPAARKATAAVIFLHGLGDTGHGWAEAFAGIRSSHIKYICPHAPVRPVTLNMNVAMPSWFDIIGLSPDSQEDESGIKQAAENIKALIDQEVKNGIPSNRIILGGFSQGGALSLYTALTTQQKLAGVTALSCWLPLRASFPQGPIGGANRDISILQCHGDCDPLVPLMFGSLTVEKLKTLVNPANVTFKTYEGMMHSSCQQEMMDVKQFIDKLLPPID
PME-1 primary = PME-1 (human) inhibition | Q9Y570 | recombinant PME-1, FP-Rh probe fluorescence polarization | inhibition, % at 5.9 µM | actives 0.53% (n = 320,000);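 active = inhibition above the campaign mean of all compounds plus 3 SD, cut at about 26% in these data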;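 note: competitive labeling of PME-1 active site by serine hydrolase directed probe; 0% = PME-1 with DMSO and 100% = wells lacking PME-1 enzyme; inhibitors block probe labeling so polarization falls and inhibition rises; many of its hits are not listed in these tables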
Fam108B inh = counter-screen for RBBP9 inhibitors: inhibitors of mouse Fam108B. inhibition, % at 9.51 µM. recombinant Fam108B, FP-Rh probe fluorescence polarization. AID 1947. actives 0.33% (n = 300,000);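 active = inhibition above the screen mean inhibition plus 3 SD, computed separately per campaign, cut at about 18% in these data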;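 note: inhibitors lower polarization as less probe binds the enzyme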
PAFAH2 inh = inhibitors of human PAFAH2; recombinant PAFAH2, FP-rhodamine activity probe, fluorescence polarization; Q99487; actives 0.99% (n = 340,000); inhibition, % at 3.39 µM; AID 492956;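 active = inhibition above the mean over all tested compounds plus 3 SD, cut at about 30% in these data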;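 note: inhibitors block probe labeling of enzyme so polarization drops; 0% = enzyme with DMSO and 100% = wells lacking PAFAH2 protein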
PAD4 FP inh = inhibitors of human PAD4 | Q9UM07 | recombinant PAD4, RCA probe fluorescence polarization | inhibition, % at 6.36 µM | actives 0.41% (n = 330,000) | AID 485272;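 active = percent inhibition above a cutoff equal to the mean of all tested compounds plus 3 SD, cut at about 15% in these data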;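 note: 0% = PAD4 with RCA probe and DMSO and 100% = probe without PAD4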
GSTO1 counter = counter-screen for RBBP9 inhibitors: inhibitors of human GSTO1 | recombinant GSTO1, activity-based probe fluorescence polarization | inhibition, % at 5.96 µM | actives 1.1% (n = 300,000) | AID 1974;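 active = inhibition above the campaign mean inhibition plus 3 SD, cut at about 35% in these data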;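 note: 0% = GSTO1-1 with DMSO and 100% = wells lacking GSTO1-1 enzyme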
Target sequence (P78417 whole entry, looked up): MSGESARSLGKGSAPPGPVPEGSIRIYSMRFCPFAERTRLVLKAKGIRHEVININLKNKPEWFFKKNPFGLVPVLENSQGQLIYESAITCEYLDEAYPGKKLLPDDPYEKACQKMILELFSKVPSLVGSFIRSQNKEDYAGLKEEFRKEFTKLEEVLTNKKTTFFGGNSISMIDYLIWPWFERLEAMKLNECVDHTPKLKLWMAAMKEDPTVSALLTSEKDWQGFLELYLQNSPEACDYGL
* marks the source's active call; other numbers are inactive results; · = not tested or not shown. Only part of the results is shown. The share of hits here may be higher or lower than overall.

mol,pPAFAH inh,PAFAH1B3 FP inh,PAFAH1B2 FP inh,LYPLA1 inh,PME-1 primary,Fam108B inh,PAFAH2 inh,PAD4 FP inh,GSTO1 counter
O=C(OCC1CC(c2ccccn2)=NO1)c1ccc(Br)cc1 (stereo not drawn),13.0,6.3,5.6,1.7,6.6,-3.2,13.3,-0.5,4.1
CN(C)C(CNc1ncccn1)c1ccccc1 (stereo not drawn),1.0,4.0,-1.9,6.1,3.5,-1.4,0.8,-3.1,-1.3
O=S(=O)(c1ccc(NC(=S)NC2CCCC2)cc1)N1CCCC1,-1.2,9.0,5.6,-2.1,-1.7,2.1,3.6,-9.1,3.5
CCn1c(=O)n(CC(=O)Nc2cc(OC)ccc2OC)c(=O)c2ccccc21,3.8,-5.6,-0.1,0.0,-6.0,-8.6,3.8,-4.9,-1.7
CCOC(=O)C1=C(O)C(=O)N(c2ccc(S(N)(=O)=O)cc2)C1c1ccc([N+](=O)[O-])cc1 (stereo not drawn),6.3,3.9,3.7,-1.9,-6.8,1.2,5.9,2.4,6.7
O=C1CC(CC(=O)N/N=C/c2ccccc2[N+](=O)[O-])=NN1,1.2,7.3,6.2,-2.9,-5.5,-3.0,0.0,13.5,52.0*
Cc1ccc(CCC(=O)Nc2cc(Cl)ccc2Cl)o1,4.8,15.0,-1.8,-1.1,0.5,1.6,4.1,-3.8,1.6
O=S1(=O)CCOC[C@H](CC2CCCCC2)N1Cc1cccc(Cl)c1,-3.9,8.0,24.0,-1.3,-3.4,-3.9,1.2,3.8,7.7
CCN(c1ccccc1)S(=O)(=O)c1ccc(OCc2c(C)noc2C)cc1,-0.9,1.1,3.2,-3.3,3.5,3.3,0.1,-2.6,3.2
O=C(O)c1ccccc1C(=O)Nc1ccc(-n2nc(C(F)(F)F)cc2C(F)(F)F)cc1,-0.6,·,·,3.5,3.1,-5.4,·,-0.4,3.0
COc1ccc(Oc2nc3ccccc3n(C)c2=O)cc1,1.3,-2.5,-0.9,-3.4,-0.3,-1.0,3.5,-2.9,3.0
COc1ccccc1CC(=O)N(CCC#N)CCC#N,5.8,5.4,5.9,2.8,2.0,-1.3,-6.0,0.5,3.9
CCOC(=O)[C@H]1[C@H]2COc3ccc(C)cc3[C@@H]2N2C(=O)c3ccccc3NC(=O)[C@@]12C,0.2,3.1,3.6,1.6,1.3,0.8,7.0,-6.8,5.0
Cc1ccc(NC(=O)CCC(=O)NNC(=O)NC2CCCCC2)c(C)c1,3.4,4.4,2.2,1.1,-0.1,-0.1,9.3,2.1,4.0
COc1ccc(NS(=O)(=O)c2cc([N+](=O)[O-])ccc2NN=Cc2ccccc2OCC(=O)O)cc1,21.4,14.0,7.6,·,·,·,48.9*,-2.2,·
COc1ccccc1C(=O)NNC(=O)CCC(=O)NCc1ccccc1,4.2,-5.6,2.9,-3.6,0.9,-6.4,5.4,-5.6,-2.6
COc1ccc(C/C(C)=N/NC(=O)c2ccc(Cl)cc2)cc1,3.2,5.6,0.4,2.0,-3.6,0.1,1.6,-1.2,-4.5
NC1=NC[C@@H](Cc2ccc(O)cc2)N1CC1CCCCC1,4.1,-10.6,1.6,-0.5,-1.7,1.9,-0.3,-0.8,8.5
Cc1cc(OCC(O)CN2CCN(CCO)CC2)ccc1C(C)C (stereo not drawn),0.1,1.0,3.1,1.1,4.4,-2.5,-9.5,-5.2,3.4
Nn1c(SCC(=O)Nc2cc(C(F)(F)F)ccc2Cl)nncc1=O,-4.2,1.8,0.1,-4.4,2.5,5.7,4.5,11.0,11.9
COc1ccc(OC)c(-c2cn(S(=O)(=O)c3ccccc3)nc2N)c1,2.3,5.7,5.4,-0.6,-1.8,-7.2,-3.4,-1.0,6.5
COc1ccccc1CNC(=O)CS(=O)Cc1nc(-c2ccc(OC)c(OC)c2)oc1C (stereo not drawn),3.9,6.5,-1.6,-1.3,2.8,-2.1,-1.1,-1.6,6.4
O=C(COC(=O)c1ccc2ncsc2c1)NC(=O)NCc1ccccc1,-1.1,-3.9,-2.8,1.2,5.7,-1.4,-3.7,0.2,-6.6
O=C(CSc1ccc(-c2ccc3c(c2)OCO3)nn1)Nc1nccs1,2.9,-6.6,2.0,0.8,1.0,-3.9,-1.4,-0.3,-3.9
C/C(=N\Nc1ccc([N+](=O)[O-])cc1[N+](=O)[O-])C(C)C(C)C (stereo not drawn),3.2,16.2,5.0,3.3,-2.3,9.2,5.1,2.1,18.6
O=C(CC1C(=O)CCCC1=O)c1ccccc1,-1.0,0.0,3.8,-0.3,-0.5,2.3,5.2,1.8,9.5
CC(C)(C)c1cc[n+](C2=C([O-])c3ccccc3C(=O)/C2=N\S(=O)(=O)c2cccs2)cc1,12.0,·,·,-1.4,9.8,7.4,·,2.1,80.0*
CCCCCOc1ccc(NC(=O)C(=O)NCCC2=CCCCC2)cc1,-1.9,-0.5,2.3,-0.8,0.1,2.4,2.5,0.6,5.0
CCCNC(=O)COc1coc(CN2CCN(C(=O)c3ccco3)CC2)cc1=O,2.0,4.5,1.1,1.6,-3.2,-1.0,8.2,4.7,11.9
COc1cc2nc(C(C)(C)C)oc(=O)c2cc1OC,3.0,7.2,4.9,-1.2,0.5,1.4,-0.1,-3.2,-2.9
Cc1nc(Cl)sc1C(=O)Nc1ccc(C(C)(C)C)cc1,-2.6,5.1,-0.9,-6.5,-12.1,-2.0,-6.7,1.6,7.8
CCCCCNC(=O)c1cc(S(=O)(=O)N2CCCC2)ccc1F,3.4,1.0,-6.0,1.8,1.6,9.2,-0.3,-3.9,2.8
Cc1c(C(=O)O)nn(-c2cccc(C(F)(F)F)c2)c(=O)c1C#N,2.0,13.7,2.7,1.8,-0.9,1.2,-5.9,-3.6,1.4
O=C(NNC(=O)c1cc([N+](=O)[O-])ccc1Cl)c1cccs1,-1.4,3.0,2.9,-1.1,0.5,-2.0,-9.8,-0.2,7.2
Cc1ccc(NS(=O)(=O)c2ccc(NC(=O)CN(c3cc([N+](=O)[O-])ccc3C)S(C)(=O)=O)cc2)c(C)c1,41.8*,-39.4,-23.7,-25.9,-49.0,-43.6,-62.3,2.1,-10.8
O=C(COC(=O)CNC(=O)c1ccccc1)Nc1ccccc1Cl,0.3,-4.2,0.9,-3.5,-1.6,0.6,11.1,3.0,1.9
CC(C)=CC(=O)Nc1ccccc1Br,7.6,-3.5,0.2,-0.7,-3.3,-1.9,3.8,0.2,-2.9
COc1ccc(-c2noc(CCC(=O)Nc3cccnc3)n2)cc1OC,3.2,3.9,-0.4,0.6,-3.8,2.6,-7.1,-2.1,-2.8
Cc1cccc(NC(=O)Cn2cc(C=O)c3ccccc32)c1,0.7,-3.0,1.0,-3.6,-1.6,-0.7,1.9,-1.5,-10.2
Cc1cc(Cl)ccc1NC(=O)COC(=O)c1nc2nccc(C)n2n1,-4.0,2.3,0.7,0.9,-0.9,3.6,0.6,-3.9,0.0
O=C(O)c1ccc(Cl)c(NCc2cccs2)c1,1.7,6.2,3.9,1.9,-0.3,-2.6,-0.4,-2.9,2.8
CCCOC(=O)c1ccc(-c2c(C)noc2-c2ccc(OC)cc2O)o1,2.1,-0.4,4.5,-2.0,-6.4,-3.8,-6.5,-3.6,-4.6
CCCOc1ccc(/C=N/NC(=O)C2CC2)c(OCCC)c1,9.2,2.8,-2.6,-1.7,5.4,-0.9,-8.9,5.7,5.8
O=C(NCCCN1CCOCC1)c1coc2ccccc2c1=O,-0.2,5.5,3.6,-3.7,0.5,5.6,-9.2,0.2,35.2*
O=C(NCCc1csc(-c2ccccc2)n1)c1cccs1,-1.8,-0.2,6.0,-0.1,1.9,-4.5,2.2,2.2,-4.8
O=C(Nc1cccs1)Nc1ccc(Br)cc1F,11.7,5.1,4.2,-7.5,25.8,10.7,0.8,-1.1,9.2
CCCCCC(=O)Nc1ccc(S(=O)(=O)NC2=NCCCCC2)cc1,2.1,-0.6,3.1,-0.6,4.9,·,-1.8,2.2,·
CC(C)C[C@@H](CO)N1CCN(Cc2cccnc2)CCC1=O,7.9,10.5,-2.2,3.4,3.9,2.1,4.6,-0.7,-0.3
COC(=O)c1cc(C(=O)NCc2ccccc2)c(=O)[nH]c1C,-1.1,-2.1,0.3,-5.8,-4.3,-0.9,-0.5,4.0,0.9
CCO[C@@H]1OC(C(=O)NCc2ccccc2)=C[C@H](c2ccc(Br)cc2)[C@H]1CCCO,2.5,4.0,4.8,-3.1,4.0,-0.5,7.0,3.1,2.5

Pulled one by one from the entries so far, two records:
mol,pPAFAH inh,PAFAH1B3 FP inh,PAFAH1B2 FP inh,LYPLA1 inh,PME-1 primary,Fam108B inh,PAFAH2 inh,PAD4 FP inh,GSTO1 counter
CCCOc1ccc(/C=N/NC(=O)C2CC2)c(OCCC)c1,9.2,2.8,-2.6,-1.7,5.4,-0.9,-8.9,5.7,5.8
O=C(Nc1cccs1)Nc1ccc(Br)cc1F,11.7,5.1,4.2,-7.5,25.8,10.7,0.8,-1.1,9.2

(next part)
mol,pPAFAH inh,PAFAH1B3 FP inh,PAFAH1B2 FP inh,LYPLA1 inh,PME-1 primary,Fam108B inh,PAFAH2 inh,PAD4 FP inh,GSTO1 counter
NC(=O)C1CCN(C(=O)c2ccc(F)c(S(=O)(=O)N3CCOCC3)c2)CC1,0.2,4.0,-3.0,1.4,2.2,·,-5.7,0.9,·
NC(=O)c1ccc(N=Nc2c(-c3ccccc3)[nH]n(-c3ccccc3)c2=O)cc1,4.2,·,·,-2.1,-0.3,-2.5,·,-5.2,-12.7
COC(=O)c1ccc(NC(=O)CNCc2ccncc2)cc1,-0.7,3.3,3.4,-2.7,-5.3,-4.4,-3.3,0.9,-5.7
OC1(c2ccccc2)CCN(Cc2ccccc2)CC1,1.7,-9.1,-3.7,-1.1,0.1,0.7,-3.3,-5.3,9.7
CCN(CC(=O)Nc1c(F)cccc1F)C(=O)CNC(=O)c1ccc(C)s1,4.8,11.3,-4.9,1.1,-4.8,0.9,-3.0,5.0,-0.7
CCC1Oc2ccc(C)cc2N(CC(=O)NCc2cccs2)C1=O (stereo not drawn),0.4,-5.4,5.1,0.8,9.3,1.9,2.8,0.8,7.0
COc1ccc(C(=O)NC(=S)NCc2ccc(-c3nc4ccccc4o3)cc2)cc1OC,-1.8,7.3,1.4,-0.5,3.4,-0.3,-5.2,-2.9,10.2
O=c1[nH]c(=O)c2nc3c4ccccc4c4ccccc4c3nc2[nH]1,1.2,9.1,-3.2,7.3,-7.4,-5.1,17.3,-0.9,1.2
Cc1ccccc1Cn1cc(S(=O)(=O)c2ccc(C(C)C)cc2)c(=O)c2cc3c(cc21)OCO3,0.8,7.0,0.6,0.9,0.9,-3.5,11.7,-2.2,-0.8
O=C(CCCSc1nc2sc3c(c2c(=O)[nH]1)CCC3)NCCO,-0.4,2.7,3.8,-3.1,-4.6,-2.6,-0.1,-5.0,-17.4
COc1ccc(C(=O)NC2CC(C)(C)Cc3c2cnn3-c2ccccc2)c(OC)c1 (stereo not drawn),3.7,4.3,-4.6,0.7,1.5,0.5,-1.9,-6.5,-23.2

High-throughput results as filed in PubChem BioAssay.
